# SIAE inh – blocks human sialic acid acetylesterase; hit rate 0.69% among 370,000; inhibition, % at 9.66 µM; Q9HAT2; AID 1053197; SIAE FP-Rh probe binding, fluorescence polarization;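 active means inhibition above a cutoff: mean of compounds within the control limits plus 3 SD of those, cut at about 17% in these data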;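 further: 0% = plate median of compound wells and 100% = probe without SIAE protein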
# Target sequence (Q9HAT2 whole entry, looked up): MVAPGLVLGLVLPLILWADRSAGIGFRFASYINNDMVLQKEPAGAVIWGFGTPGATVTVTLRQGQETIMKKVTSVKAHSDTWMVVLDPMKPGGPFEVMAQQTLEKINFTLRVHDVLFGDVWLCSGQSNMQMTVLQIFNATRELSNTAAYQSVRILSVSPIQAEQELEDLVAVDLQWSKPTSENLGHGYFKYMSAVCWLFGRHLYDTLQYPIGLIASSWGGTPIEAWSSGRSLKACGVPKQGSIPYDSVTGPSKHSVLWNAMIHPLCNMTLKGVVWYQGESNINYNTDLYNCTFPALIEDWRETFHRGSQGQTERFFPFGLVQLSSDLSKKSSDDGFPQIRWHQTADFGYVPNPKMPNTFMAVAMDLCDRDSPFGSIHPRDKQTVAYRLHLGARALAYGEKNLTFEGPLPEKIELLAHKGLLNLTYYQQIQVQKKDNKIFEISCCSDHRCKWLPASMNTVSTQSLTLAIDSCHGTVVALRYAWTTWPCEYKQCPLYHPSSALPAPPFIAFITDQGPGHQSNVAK
# PRMT1 FP inh – PRMT1 (human) inhibition, primary screen. Q99873. recombinant PRMT1, activity-based probe fluorescence polarization. inhibition, % at 2.79 µM. hit rate 1.3% among 370,000;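 active means inhibition above about 21% made by adding two undisclosed values, limit read from the data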
# Target sequence (Q99873 whole entry, looked up): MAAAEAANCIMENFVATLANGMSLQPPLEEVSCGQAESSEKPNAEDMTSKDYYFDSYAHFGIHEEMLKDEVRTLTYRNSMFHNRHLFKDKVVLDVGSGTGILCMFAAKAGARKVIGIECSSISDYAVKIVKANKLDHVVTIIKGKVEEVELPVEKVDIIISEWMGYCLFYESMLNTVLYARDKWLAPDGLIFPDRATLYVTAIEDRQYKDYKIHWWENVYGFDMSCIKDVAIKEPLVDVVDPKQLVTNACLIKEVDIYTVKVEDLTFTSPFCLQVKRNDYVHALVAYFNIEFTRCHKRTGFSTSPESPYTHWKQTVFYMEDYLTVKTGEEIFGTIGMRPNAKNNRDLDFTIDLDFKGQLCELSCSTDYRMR
# TDP2 inh – TDP2 (human) inhibition, absorbance primary screen. O95551. recombinant TDP2, T5PNP hydrolysis, p-nitrophenol absorbance 415 nm. inhibition, % at 12.8 µM. hit rate 0.34% among 370,000. AID 720702;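 active means inhibition above the mean of all tested compounds plus 3 SD, set per campaign, cut at about 25% in these data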;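 further: 0% = DMSO with enzyme and 100% = buffer with substrate but no TDP2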
#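 Test system: human TDP2 enzyme; Input: 120 nM TDP2 per well; Buffer or medium: Mg2+-containing Tris-HCl buffer, pH 7.5; Reagent: 5 mM T5PNP; Dosing: 12.8 µM single point, 1% DMSO; Incubation: reaction 2 h, 37 °C; Detection: p-Nitrophenol epi absorbance; Read-out: % inhibition relative to enzyme-containing and enzyme-free wells; Replicates: single well per compound.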
# HTRA1 inhibitor – blocks human HTRA1 serine peptidase; Q92743; recombinant HTRA1, FP-rhodamine activity-based probe, fluorescence polarization; inhibition, % at 5.96 µM; hit rate 0.5% among 340,000; AID 504803; in the data active means inhibition above about 36%;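 further: 0% = enzyme with DMSO and 100% = wells lacking enzyme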
# NR1D1 modulator – Rev-erb alpha (human) modulation. P20393. Rev-erbα–FITC-DNA binding, fluorescence polarization, 90 min. activity, % at 10 µM. hit rate 0.79% among 370,000;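 active means activity above about 14%, limit read from the data; passing the limit was not always enough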;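 further: 0% = DMSO wells with 35 nM protein and 100% = DMSO wells with 750 nM protein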
# rCAG RNA binder – binds r(CAG) RNA repeats; r(CAG) RNA repeat, TO-PRO-1 dye displacement fluorescence; inhibition, % at 3 µM; hit rate 1.3% among 370,000;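 active means inhibition above the plate cutoff, the mean of all test compounds on that plate plus 3 SD, cut at about 35% in these data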;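 further: 0% = DMSO alone and 100% = 100 µM mitoxantrone as full dye displacement; higher means more dye released from RNA so lower well fluorescence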
# LEDGF integ inh – blocks HIV-1 LEDGF/p75-dependent DNA integration. hit rate 0.64% among 370,000. TR-FRET IN-LEDGF/p75 DNA integration, Eu/Cy5. inhibition, % at 3.7 µM;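 active means inhibition above the screen-wide mean plus 3 SD, cut at about 13% in these data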;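 further: signal is the Cy5 over europium emission ratio at 671 and 618 nm; 0% = plate median of compound wells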
# PG9 Ab binder – small molecules binding HIV-1 gp120 antibody PG9. TR-FRET gp120-PG9 antibody binding. inhibition, % at 6.7 µM. hit rate 0.43% among 360,000. AID 624416; in the data active means inhibition above about 8.5%
# TCR-CD3 inh – blocks the human TCR-CD3 interaction. TAMRA-labeled TCR probe fluorescence, biochemical. inhibition, % at 9.4 µM. hit rate 0.37% among 360,000. AID 651800; in the data active means inhibition above about 19%;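 further: recombinant mutant TCR 2C K166C tagged with TAMRA read by polarization; 0% = receptor in buffer alone and 100% = receptor with positive control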
# ABHD4 inh – inhibits mouse alpha/beta hydrolase domain 4; hit rate 0.54% among 370,000; purified mABHD4, FP-Rh probe fluorescence polarization; Q8VD66; inhibition, % at 8.92 µM;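 active means inhibition exceeding the mean over every tested compound plus 3 SD, cut at about 30% in these data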;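 further: 0% = plate median of compound wells and 100% = S159A mutant with DMSO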
#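 Test system: mouse ABHD4 enzyme, wild type. Reagent: FP-Rh fluorescent activity-based probe, added after compound pre-incubation. Timing: pre-incubation 45 min, probe exposure 60 min, at 25 °C. Technique: FP readout, ex 525 nm / em 598 nm. Benchmarks: high control S159A mutant with DMSO, low control median of compound wells.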
# * marks the source's active call; other numbers are inactive results; x = no result given; & = joins results of further samples; ! = a repeat was not active. An excerpt; the hit share may differ from the screen's.
SMILES,SIAE inh,PRMT1 FP inh,TDP2 inh,HTRA1 inhibitor,NR1D1 modulator,rCAG RNA binder,LEDGF integ inh,PG9 Ab binder,TCR-CD3 inh,ABHD4 inh
COc1cc(OC)cc(C(=O)N[C@H](C(=O)Nc2cc(F)ccc2C)C(C)C)c1,-3.4,-0.2,-3.9,-0.7,0.8,33.2,5.3,-3.2,3.7,-4.2
O=C(CSc1nnc(COc2ccccc2)n1-c1ccccc1)Nc1ccc2c(c1)OCO2,0.6,1.9,-4.2,x,-3.0,2.9,-4.0,x,x,0.7
CCN1CCN(C(=O)c2ccc(N3CC4CC(C3)c3cccc(=O)n3C4)c(NC(=O)c3cc(OC)cc(OC)c3)c2)CC1 (configuration not stated),26.5*,1.7,-1.0,-5.1,8.5,-4.5,2.0,0.0,0.0,6.6
CCCCCc1ccc(-c2ccc(/C=C/C(N)=O)cc2)nc1,-3.9,0.6,9.1,-7.5,2.7,-0.3,1.0,-0.6,-2.8,-5.8
O=C(Nc1ccc2nc([C@H]3C[C@H](O)[C@@H](CO)O3)[nH]c2c1)NC(c1ccccc1)c1ccccc1,1.9,-0.8,3.6,x,0.6,4.1,2.0,-1.7,11.0,-3.2
COC(C[C@H]1O[C@H]1[C@@H](O)[C@@H](C)OCc1ccccc1)OC,10.7,-4.9,2.9,2.4,5.7,-2.4,-3.7,1.7,-2.5,4.8
Fc1cccc(Nc2ncnc3sc4c(c23)CCC4)c1,2.7,-2.9,-12.6,1.6,-0.8,3.2,2.8,-0.2,0.6,4.9
CC(C)(C)OC(=O)N(Cc1ccccc1)Cc1cccc(OCc2cccc(NC(=O)c3ccccc3)c2)c1,-30.9,4.1,1.6,-45.1,2.0,7.2,-3.6,0.1,-3.9,-20.2
Cc1nc(NS(=O)(=O)c2ccccc2)sc1C(=O)NN,3.9,0.1,2.8,x,1.3,83.4*,-1.1,0.8,8.4,2.3
CC(=O)CC(=O)Nc1ccc(Cl)cn1,1.2,0.3,4.6,1.1,-1.0,-0.5,0.6,-0.6,1.4,3.9
CCn1cc(CNC(=O)/C=C/c2cnn(C)c2)c(C)n1,-3.3,-0.9,-3.2,5.1,-1.9,2.1,1.1,1.5,4.6,5.4
O=Cc1cn(-c2ccccc2)nc1-c1cccc([N+](=O)[O-])c1,-8.4,2.8,6.8,-28.1,-2.3,9.5,-3.4,-1.9,-4.2,8.5
C=CCN1C[C@@H](COCc2ccccc2)Oc2cc(F)ccc2S1(=O)=O,1.9,3.5,5.8,x,-1.1,-0.8,0.8,x,x,3.5
Cc1nc2ccccn2c1CN(C)C(=O)C1CCC(=O)N(CCc2cccc(F)c2)C1 (configuration not stated),-0.7,5.8,-6.5,3.2,8.9,-5.6,-5.9,0.6,2.8,-1.1
C[C@H]1[C@@H](NC(=O)C(c2ccccc2)c2ccccc2)CC[C@@]23CCCN2C(=O)CCC[C@@H]13,-3.0,0.2,11.0,x,1.4,x,0.5,x,x,-2.6
NC(=O)c1ccc(N2CCN(c3ccc(O)cc3)CC2)c([N+](=O)[O-])c1,3.8,16.6,-1.6,15.2,-1.5,5.3,5.8,-3.3,2.2,19.8
Nc1nc(COC(=O)C2CC(=O)N(CCc3ccccc3)C2)nc(Nc2ccccc2)n1 (configuration not stated),3.3,-2.3,-0.9,-0.7,-0.3,4.0,0.1,0.2,-2.6,-2.3
CC1(C)CC(NC(=O)c2cc(S(=O)(=O)N3CCOCC3)c(Cl)cc2Cl)CC(C)(C)N1,-7.2,0.8,0.5,0.7,6.5,-4.9,-3.9,2.0,-9.2,1.4
CCOC(=O)[C@H](C)N1[C@H](C)[C@H](c2ccccc2)Oc2ccc(Cl)cc2S1(=O)=O,0.6,-2.1,-2.1,4.4,-3.1,1.5,2.1,0.7,-8.4,-8.1
Cc1onc(-c2ccccc2)c1C(=O)OCC(=O)N(CC(C)C)c1c(N)n(Cc2ccccc2)c(=O)[nH]c1=O,1.7,2.6,1.8,1.5,-0.6,2.3,1.0,2.7,-10.8,1.2
COc1cc(CN2CCC(C(=O)NC3CCCC3)CC2)cc(Br)c1O,-0.8,0.2,1.8,3.6,-4.9,0.8,-1.7,-1.1,4.6,15.8
COc1cccc(CNCc2ccccc2Br)c1OC,-4.2,-2.2,11.5,-10.2,1.2,-8.9,-2.9,-0.1,2.4,11.0
Cc1ccccc1C(=O)NNC(=S)Nc1cccc(C(F)(F)F)c1,-2.7,0.6,-15.1,5.6,0.5,16.7,3.4,-0.4,-4.0,-4.4
Cc1c(NC(C)c2cc(Cl)ccc2O)c(=O)n(-c2ccccc2)n1C (configuration not stated),8.2,-2.4,1.8,0.2,4.4,-2.5,-0.3,1.1,5.6,8.2
OC1CCN(Cc2ccc(OCc3ccccc3)cc2)CC1,-0.5,-2.2,3.5,5.9,-4.7,3.1,3.9,-0.8,-0.5,-2.9

# 4 entries picked at random from the list so far, as already listed:
SMILES,SIAE inh,PRMT1 FP inh,TDP2 inh,HTRA1 inhibitor,NR1D1 modulator,rCAG RNA binder,LEDGF integ inh,PG9 Ab binder,TCR-CD3 inh,ABHD4 inh
COc1cc(CN2CCC(C(=O)NC3CCCC3)CC2)cc(Br)c1O,-0.8,0.2,1.8,3.6,-4.9,0.8,-1.7,-1.1,4.6,15.8
Cc1c(NC(C)c2cc(Cl)ccc2O)c(=O)n(-c2ccccc2)n1C (configuration not stated),8.2,-2.4,1.8,0.2,4.4,-2.5,-0.3,1.1,5.6,8.2
COC(C[C@H]1O[C@H]1[C@@H](O)[C@@H](C)OCc1ccccc1)OC,10.7,-4.9,2.9,2.4,5.7,-2.4,-3.7,1.7,-2.5,4.8
OC1CCN(Cc2ccc(OCc3ccccc3)cc2)CC1,-0.5,-2.2,3.5,5.9,-4.7,3.1,3.9,-0.8,-0.5,-2.9

# Following part.
SMILES,SIAE inh,PRMT1 FP inh,TDP2 inh,HTRA1 inhibitor,NR1D1 modulator,rCAG RNA binder,LEDGF integ inh,PG9 Ab binder,TCR-CD3 inh,ABHD4 inh
COC(=O)c1sccc1NC(=O)Nc1ccc(Cl)c(Cl)c1,-22.9,2.0,-2.3,-14.0,10.9,11.1,-2.2,-4.5,34.3*,-23.1
CN1CCn2cnc(C(=O)NCc3ccccc3)c2C1=O,-3.5,-0.1,1.8,0.1,0.1,2.1,0.7,0.5,2.0,0.1
Cc1ccc(C)c(NC(=O)CCC(=O)NN=C2CCCC2)c1,7.9,-0.3,14.9,2.0,-4.5,-2.2,-1.3,-2.3,2.6,3.5
CCN(CC)c1ccc(NC(=O)COC(=O)CCC(=O)c2ccc(F)cc2)cc1,4.8,0.2,4.7,16.2,-6.1,-4.7,-1.4,-3.4,0.1,-3.8
COc1ccc(CC(=O)Nc2ccc(C(=O)O)cc2NC(=O)Cc2ccc(OC)cc2)cc1,-7.8,-1.5,5.8,-3.0,-4.6,11.6,-0.9,1.5,4.2,1.9
CCN(CC)C(=O)Cn1c2ccccc2c2nc3n(c(=O)c21)CCS3,-1.2,-1.1,-8.5,x,-3.7,x,2.1,x,x,3.7
Cc1nc2c(C(=O)NCCc3ccccc3Cl)c[nH]n2c(=O)c1Cl,7.8,-1.2,6.1,-16.3,2.2,70.7*,1.5,-0.9,3.3,-35.1
CC1(C)C=C2C(N(CC3CC3)C(=N)N2C(=O)OCc2ccccc2)n2c(=O)n(-c3ccccc3)c(=O)n21 (configuration not stated),5.9,-1.7,-6.8,x,-10.7,x,0.6,x,x,-0.7
O=c1[nH]c(=S)[nH]c2c1C(c1ccc(F)cc1)OC(C1CCCCC1)C2 (configuration not stated),3.6,-1.2,3.2,x,0.8,12.3,-3.3,-1.1,-3.8,1.6
Cc1ccc(S(=O)(=O)NC2=C(N3CCN(c4ccccc4F)CC3)C(=O)c3ccccc3C2=O)cc1,5.8&3.1,3.9&12.8,25.2*!,8.2&8.0,8.2&7.1,12.0&13.7,15.2*!,-3.6&1.4,-7.2&-1.1,22.1&18.2
CCOC(=O)CCNCc1ccc(F)cc1,-5.7,-1.8,-5.3,-2.4,-6.2,-2.5,3.6,0.8,-3.0,0.3
CC(=O)Nc1ccc(NC(=O)CSc2nnc(-c3cccs3)n2N)cc1,1.0,2.0,6.3,2.0,1.9,2.2,-0.2,2.0,7.1,2.8
COc1cccc(OCC(O)CNC(=O)c2oc3ccc(C)cc3c2C)c1 (configuration not stated),-5.8,0.4,-5.5,-29.3,4.3,-3.4,-1.7,-1.9,-5.4,-12.3
Cc1c(NC(=O)CSc2nc(-c3ccco3)cc(C(F)(F)F)n2)c(=O)n(-c2ccccc2)n1C,-0.9,5.8,0.1,1.4,0.8,-4.2,-0.3,-2.5,-7.2,-2.2
O=C(O)c1ccnc(Cl)c1,-3.6,-1.0,7.9,1.2,-2.8,-1.1,0.5,0.4,-1.6,3.3
COc1ccc(S(=O)(=O)Nc2cccc3c2O[C@H](CN(C)C(=O)Nc2c(C)noc2C)[C@@H](C)CN([C@H](C)CO)C3=O)cc1,3.9,-0.3,10.2,-1.8,6.3,2.7,0.8,1.0,3.5,2.6
CCN(CC(=O)Nc1cc(Cl)ccc1Cl)C(=O)c1ccc(-n2cccn2)cc1,-2.3,5.5,-6.5,-5.0,5.7,1.4,-3.2,-0.1,-11.0,4.2
CC1CC1C(=O)OCC(=O)Nc1cccc(F)c1 (configuration not stated),-4.3,2.3,-8.7,4.0,4.7,3.4,-6.0,0.6,0.2,-13.7
Cc1nc2ccc(NC(=O)Cc3ccsc3)cc2s1,5.1,4.4,-4.6,-6.8,-0.2,-0.2,3.0,0.1,-2.5,-14.8
CCN(CC)CCCNC1=C(Cl)C(=O)c2ccccc2C1=O,0.2,2.0,6.2,-4.2,8.4,0.2,-0.7,-10.6,-7.0,3.9
Cn1nc(C(F)(F)F)c(-c2cccc(C(F)(F)F)c2)c1NC(=O)c1ccco1,-1.3,0.9,-0.1,-14.1,-5.7,-6.3,2.5,0.1,-2.6,-5.3
COc1ccc2c(c1)OC1(C)CC2C(C(=O)c2ccccc2OC)C(=O)N1 (configuration not stated),2.0,-2.6,5.5,-2.7,-1.6,0.2,0.3,1.1,2.7,-0.1
COc1ccccc1C(=O)N/C(=C/c1ccc(Br)cc1)C(=O)N1CCOCC1,-1.5,-4.2,1.8,0.1,1.5,-0.9,-1.2,-1.2,-6.1,7.3
CCOCCOC(=O)c1ccc(-n2cncn2)nc1,-0.5,-0.5,-0.1,-3.5,8.9,-2.2,-0.5,1.0,1.5,-0.2
CCOC(=O)C(=O)/C(C#N)=C/Nc1ccc(F)cc1,-0.7,0.9,2.7,3.6,2.6,1.6,2.2,-0.3,-2.6,5.0
Cc1cccc(NC(=O)CN(C)C(=O)c2ccc3ccccc3n2)c1C,-8.5,-3.7,-11.7,-0.6,9.1,-2.0,4.7,-2.3,-1.4,-8.7
CN(C(=O)COC(=O)/C=C/c1ccc2ccccc2n1)c1c(N)n(Cc2ccccc2)c(=O)[nH]c1=O,3.2,-2.2,8.8,-6.6,8.6,3.7,0.6,0.5,0.7,-2.9
O=C(OCC(=O)N1CCCc2ccccc21)c1ccc(Br)o1,1.7,0.5,4.9,-8.5,-4.0,-2.7,-1.8,-0.4,6.1,-3.7
